From PubChem BioAssay
Dyrk1A ADPGlo: Dyrk1A (rat) kinase inhibition | ADP-Glo luminescence, NFATc1 peptide | inhibition, % at 12.5 µM | 0.43% of 310,000 active; in the data active means inhibition above about 50%;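 further: plate controls were vehicle with enzyme for no effect and no enzyme for full effect; many of its hits are not listed in these tables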
GSK3beta inhib: blocks human GSK3beta kinase activity. 0.038% of 300,000 active. P49841. GST-GSK3beta kinase, ADP-Glo luminescence, 60 min; active compounds read low. activity score (negative = inhibition), % at 10 µM;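 active means more than half of replicate wells score below -50%, meaning over 50% inhibition versus plate controls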;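 further: 0% = median DMSO wells and -100% = median GW8510 positive control wells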
Target sequence (P49841 whole entry, looked up): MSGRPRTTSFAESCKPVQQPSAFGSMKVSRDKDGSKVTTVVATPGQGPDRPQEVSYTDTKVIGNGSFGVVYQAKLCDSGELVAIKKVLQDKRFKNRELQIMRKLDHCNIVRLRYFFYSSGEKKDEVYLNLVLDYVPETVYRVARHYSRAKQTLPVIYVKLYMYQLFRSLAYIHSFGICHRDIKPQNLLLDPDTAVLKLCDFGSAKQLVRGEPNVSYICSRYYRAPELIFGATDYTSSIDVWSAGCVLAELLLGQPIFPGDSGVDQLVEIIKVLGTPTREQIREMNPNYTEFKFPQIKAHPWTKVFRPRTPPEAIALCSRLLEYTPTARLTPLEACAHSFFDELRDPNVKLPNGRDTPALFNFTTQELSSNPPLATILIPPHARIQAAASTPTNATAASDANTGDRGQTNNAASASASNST
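Test system: GST-tagged human GSK3beta kinase, cell-free; evaluation: activity score scaled between in-plate DMSO and GW8510 controls; measured by: ADP-Glo luminescence; incubation: 60 min reaction, RT; benchmarks: DMSO and 20 µM GW8510; reagent: peptide substrate plus 25 µM ATP (final); medium: Tris/MgCl2 kinase buffer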
HSF1 activator: increases HSF-1 driven luciferase reporter signal; activation, % at 9 µM; AID 504408; 1.7% of 300,000 active; NIH3T3-HGL HSF-1 luciferase reporter, MG132, 8 h; 100% = twice DMSO control signal;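 active means mean replicate activation of at least 50% with a set share of replicates each reaching 50%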;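 further: 0% = median of the neutral control wells and 100% = twice that signal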
GSK3 alpha inh: blocks human GSK-3 alpha kinase; P49840; ADP-Glo luminescence, 60 min; inhibition, % at 10 µM; 0.1% of 320,000 active; AID 2650;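 in the data active means inhibition above about 50%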;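 further: GST-tagged GSK-3 alpha with peptide substrate and 25 µM ATP; 0% = DMSO neutral wells and 100% = GW8510 positive control wells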
Target sequence (P49840 whole entry, looked up): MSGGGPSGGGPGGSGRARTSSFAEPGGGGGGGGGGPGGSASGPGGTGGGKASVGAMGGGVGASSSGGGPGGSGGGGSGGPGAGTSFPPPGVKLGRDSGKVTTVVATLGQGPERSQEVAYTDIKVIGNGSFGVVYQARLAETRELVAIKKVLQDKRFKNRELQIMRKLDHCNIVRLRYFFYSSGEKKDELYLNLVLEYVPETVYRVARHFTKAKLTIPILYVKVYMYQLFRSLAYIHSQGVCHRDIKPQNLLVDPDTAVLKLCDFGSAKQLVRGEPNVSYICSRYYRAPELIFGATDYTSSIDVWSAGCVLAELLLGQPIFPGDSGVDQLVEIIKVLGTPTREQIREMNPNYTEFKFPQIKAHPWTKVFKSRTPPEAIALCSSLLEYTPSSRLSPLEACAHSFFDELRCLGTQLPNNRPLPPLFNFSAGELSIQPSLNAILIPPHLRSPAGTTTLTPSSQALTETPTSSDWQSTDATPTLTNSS
Platelet DG rel: modulates dense granule release in human platelets | human platelet-rich plasma, SFLLRN dense granule ATP release, luminescence | inhibition, %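 (compounds screened at 7.5 µM in platelet-rich plasma)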 | 0.22% of 300,000 active;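 active means mean replicate score, as percent of positive control, at or above 50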
KLF5 inhibitor: kruppel-like factor 5 inhibition; DLD-1 KLF5 promoter-luciferase reporter, luminescence; AID 1700; 0.23% of 290,000 active; inhibition, % at 5 µM;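 active means inhibition above a per-plate limit of that plate's mean compound inhibition plus 3 SD, cut at about 60% in these data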;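 further: 0% = DMSO wells and 100% = LY294002 at 200 µM; higher means less KLF5 promoter-driven luciferase light; inactives centre near -14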
IEC-6 tox: IEC-6 cytotoxicity, counter-screen for KLF5 inhibitors; inhibition, % at 5 µM; luminescence viability; 0.78% of 290,000 active; in the data active means inhibition above about 22%;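 further: 0% = plate median of test compound wells and 100% = cytotoxic reference compound wells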
HSP90 inh: blocks HSP90-mediated luciferase refolding in reticulocyte lysate; 0.91% of 290,000 active; Rabbit reticulocyte lysate, luciferase refolding luminescence, 3 h; inhibition, % at 5.6 µM; AID 1789;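 active means inhibition above the screen-wide mean plus 3 SD, computed separately per campaign, cut at about 16% in these data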;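 further: 0% = DMSO wells and 100% = 60 µM geldanamycin wells; inhibitors lower the luminescence because luciferase stays unfolded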
aSyn 5UTR inh: 5' untranslated region of α-synuclein, MLPCN primary screen. alpha-synuclein 5'UTR reporter, inhibitor activity. inhibition, % (tested at 7.5 µM). 0.82% of 300,000 active; in the data active means inhibition above about 60%;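 further: H4 neuroglioblastoma cells stably carrying SNCA 5'UTR luciferase fusion; 0% = DMSO wells and 100% = positive control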
HSF1 inhib: HSF1 inhibition; NIH3T3-HGL HSE-luciferase, MG132-induced, luminescence 8 h; active compounds read low; activity change, negative = inhibition, % at 7.5 µM (by protocol); 0.77% of 300,000 active; AID 2098;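 active means more than half of replicate wells show activity change below -50%, luminescence cut by over half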;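 further: luciferase reports HSF-1 transcriptional activity via heat shock element; 0% = median of DMSO wells and -100% = zero luminescence signal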
Active calls of the source: *; / = not tested or not shown. Some of the compounds tested, so the mix of outcomes need not match the whole.

SMILES	Dyrk1A ADPGlo	GSK3beta inhib	HSF1 activator	GSK3 alpha inh	Platelet DG rel	KLF5 inhibitor	IEC-6 tox	HSP90 inh	aSyn 5UTR inh	HSF1 inhib
Cc1nc2ccccc2c(=O)n1/N=C/c1ccccc1	-7	-1	7	1	-8	-3	5	-4	-41	0
OCCN1CCN(c2ncnc3nc[nH]c23)CC1	14	-2	-3	16	-5	-23	-4	-1	3	2
COCCCN(C(=S)Nc1ccc(C)cc1Cl)C(C)c1ccncc1 (stereo not drawn)	-1	-4	0	0	7	0	0	-6	7	2
Cc1ccc(OCC(=O)NNC(=O)c2cc3ccccc3o2)cc1	-1	1	8	1	3	15	-7	-2	-2	-8
Cc1ccc(-c2c(C(=O)N/N=C/c3cccs3)nnn2-c2nonc2N)cc1	3	-3	-10	4	1	-5	3	-2	5	-5
CC1(C)CC(=O)C/C(=N/Nc2nc3ccccc3s2)C1	/	-3	-47	0	1	-11	1	22*	-67	-37
Cc1cc(C(=O)NCc2ccc3c(c2)OCO3)ccc1[N+](=O)[O-]	-3	0	10	0	4	-52	-2	-6	-15	2
COc1ccc(CCN2C(=O)C3CC(C)=C(C)CC3C2=O)cc1OC (stereo not drawn)	-2	3	2	4	9	-14	1	3	7	7
COc1ccccc1-c1c(C(F)(F)F)oc2c(CN(C)C)c(O)ccc2c1=O	0	4	9	0	0	-4	11	0	-13	-5
CCOC(=O)C(=CNCC(=O)OC)C(=O)OCC	0	5	1	3	-18	8	12	2	5	-2
O=C(NC(=S)NCCCN1CCOCC1)c1ccco1	2	-6	4	-5	-25	13	1	1	6	0
CN(C)CCN1C(=O)NC(C)(c2ccc([N+](=O)[O-])cc2)C1=O (stereo not drawn)	-1	2	-2	13	-4	-22	-1	-1	-23	8
Cn1ccnc1C1CCCCN1Cc1nc(Cc2cccc(C(F)(F)F)c2)no1 (stereo not drawn)	-5	3	3	-2	11	-22	1	0	12	6
C[C@@H]1NC(=O)[C@H](CC(N)=O)NC(=O)c2cc([N+](=O)[O-])cc(I)c2OCC[C@@H](C(=O)NC(CC(=O)O)C(N)=O)NC1=O (stereo partly drawn)	/	/	/	1	/	-14	0	-1	/	/
CC(=O)N[C@H]1[C@H](OCc2ccccc2F)O[C@H](COC(C)=O)[C@@H](OC(C)=O)[C@@H]1OC(C)=O	13	-1	-1	-2	8	-22	-1	1	9	-3

A draw from above in order of molar mass, rising:
SMILES	Dyrk1A ADPGlo	GSK3beta inhib	HSF1 activator	GSK3 alpha inh	Platelet DG rel	KLF5 inhibitor	IEC-6 tox	HSP90 inh	aSyn 5UTR inh	HSF1 inhib
Cc1nc2ccccc2c(=O)n1/N=C/c1ccccc1	-7	-1	7	1	-8	-3	5	-4	-41	0
O=C(NC(=S)NCCCN1CCOCC1)c1ccco1	2	-6	4	-5	-25	13	1	1	6	0
COc1ccc(CCN2C(=O)C3CC(C)=C(C)CC3C2=O)cc1OC (stereo not drawn)	-2	3	2	4	9	-14	1	3	7	7

(listing goes on)
SMILES	Dyrk1A ADPGlo	GSK3beta inhib	HSF1 activator	GSK3 alpha inh	Platelet DG rel	KLF5 inhibitor	IEC-6 tox	HSP90 inh	aSyn 5UTR inh	HSF1 inhib
CCN(CC)C1CCN(C(=O)c2cc(COc3ccc(F)cc3Cl)on2)C1 (stereo not drawn)	-2	-5	6	-3	0	-34	-4	-1	15	3
COc1ccc(-c2nnn(CC(=O)N(Cc3cccs3)C(C)C(=O)NCCC(C)C)n2)cc1OC (stereo not drawn)	3	0	4	7	-4	-15	1	-3	-4	5
Cc1nc(CNS(=O)(=O)c2cc(C)c(C)cc2C)cs1	6	1	-6	-2	11	-17	2	2	2	2
Cc1ccc(Cl)cc1N1CCN(C(=S)NCc2ccco2)CC1	6	1	45	-1	0	10	-1	-1	11	49
N/C(=N\OC(=O)Oc1ccccc1)c1ccc(Cl)cc1	8	-2	13	0	-1	-17	0	1	0	2
CC(C)CN(C(=O)COC(=O)c1cccn1C)c1c(N)n(Cc2ccccc2)c(=O)[nH]c1=O	-1	-4	-5	-1	-1	-7	4	1	-1	-1
O=C(Cc1cccs1)N/N=C/c1ccccc1	1	-2	28	6	11	-21	-2	-4	-19	-2
C/C(=N\Nc1ccc2nncn2n1)c1ccccn1	/	0	9	0	1	68*	2	2	94*	-6
CCOC(=O)C1(CCc2ccccc2)CCN(Cc2cc(OC)c(OC)cc2OC)CC1	0	0	-2	2	0	-5	2	-4	4	-5
Cc1cccc(-n2c(C)nc3cc(C(=O)NCC4CCCO4)ccc32)c1 (stereo not drawn)	-6	-2	4	-3	-3	-22	-4	-3	12	-8
CCc1cc2c3c(c(=O)oc2cc1OC)CCCC3	-4	-4	1	1	5	10	8	6	24	3
O=C(c1ccccc1)c1ccc(N2CCCC2)cc1	0	1	38	1	1	-181	5	3	-109	22
CCCCC1=CC2=CC(=O)C(C)(OC(=O)CC)C(=O)C2=CN1CCOC (stereo not drawn)	-5	4	4	-1	6	/	/	/	-5	-7
Cc1cc(NC(=O)c2nn3cccnc3c2Cl)no1	-9	0	20	0	8	-40	0	7	-37	-3
COc1ccc(NC(=O)c2cc3ccccc3cc2O)cc1	1	-2	17	-2	16	-159	2	0	-119	-2
O=C(NCc1cccs1)C12CC3CC(CC(C3)C1)C2	-7	4	-5	-3	0	-22	5	1	9	1
CCc1nnc(NC(=O)c2ccc(S(=O)(=O)N3CCCCCC3)cc2)s1	14	1	-11	-3	-6	-19	6	1	1	-3
O=C(NC1CCCCC1)C(c1ccco1)N(C(=O)c1csnn1)c1ccc(Cl)cc1 (stereo not drawn)	-2	/	-90	-2	1	5	1	0	-2	-89*
Cn1c(CSc2nc3ccccc3s2)nnc1SCC(=O)NCCCN1CCOCC1	2	3	15	-2	2	-21	-4	-3	-4	-1
CSCC[C@H](NC(=O)[C@@H]1CSC2c3ccccc3C(=O)N21)C(=O)NC1CCCC1 (stereo partly drawn)	4	-1	-8	-6	5	-5	-5	-2	-19	-9
Cc1ncc(CN2CCC(C(=O)Nc3ccc(-n4cccn4)cc3)CC2)s1	/	0	-3	-3	17	-29	0	-3	1	-4
O=C(COc1ccc(Cl)cc1)OCC(=O)N1CCCC1	10	-1	-2	-9	1	-12	-1	6	4	-11
CSCCC(NS(=O)(=O)c1ccccc1F)C(=O)NC(C)c1ccccc1 (stereo not drawn)	/	1	5	-3	-8	-26	5	2	-7	-3
COc1cc(C)c(NC(=S)Nc2cccc(Cl)c2)cc1OC	3	1	-24	2	-45	-24	1	-3	-10	-7
O=C(CNC(=O)c1ccco1)N/N=C/c1ccc(O)c([N+](=O)[O-])c1	3	1	8	3	4	-26	0	5	-14	7
Cc1cccc(N/C=C(\[N+](=O)[O-])S(=O)(=O)c2ccccc2)c1	-7	4	-43	-6	1	-15	3	-3	-4	-30
Cc1cccc(C)c1NC(=O)CNC(=O)C(Cc1ccccc1)NC(=O)c1ccccc1 (stereo not drawn)	3	1	22	0	5	-21	-5	-1	-9	4
COc1ccc(OC)c(NC(=O)C(=O)NCc2ccncc2)c1	-3	2	4	-2	3	-24	4	-5	-3	0
Cc1cc(OC(C)C(=O)NCC2CCC(C(=O)O)CC2)c2c(C)c(Cc3ccccc3)c(=O)oc2c1 (stereo not drawn)	-2	-3	14	-3	-8	12	-4	-1	7	6
COc1ccc(O)c(CN2CCCC(C(=O)Nc3cccc(-n4cccn4)c3)C2)c1 (stereo not drawn)	-5	1	1	/	-9	-38	-1	-4	23	-7
COC(=O)CNC(=O)CCc1nnc(C2(c3ccc(Cl)cc3)CCC2)o1	9	1	11	-1	-2	-18	-2	4	-51	9
CCc1ccc(NC(=O)Nc2ccon2)cc1	3	-5	22	-2	9	-99	-7	-8	-136	15
NC(=O)c1ccccc1NCC(=O)c1ccc(F)cc1	-1	-5	13	-2	3	6	1	-1	0	5
COC(=O)C1=C(C(=O)OC)SC(=C2C(=S)C(C)(C)N(C(=O)C(C)C)c3ccccc32)S1	0	0	-35	1	-10	-7	1	1	-7	-23
Fc1ccc(NC(=S)Nc2cccc(Cl)c2)cc1	6	-24	5	/	2	-22	1	2	-31	-6
Clc1ccc(Oc2nc(N3CCOCC3)nc(N3CCOCC3)n2)cc1	4	1	-12	-1	-3	0	0	-2	13	-11
Cn1cnnc1SCc1ccc(C#N)cc1Cl	6	-1	21	-5	10	-29	1	-3	-5	-1
COc1ccc(N2CCN(C(=O)COC(=O)COc3ccc(C#N)cc3)CC2)cc1	-22	-2	2	-3	0	/	/	/	1	-1
CNC(=O)CN(CCc1ccccc1)S(=O)(=O)c1ccc(OC)cc1	3	0	-3	0	-27	-46	-6	-7	-11	-2
Cc1ccccc1-c1nnn(CC(=O)NCc2ccc3c(c2)OCO3)n1	-2	2	4	0	0	-10	0	2	-12	0
COc1cc(OC)c(C(=O)O/N=C(\N)c2cccc(C)c2)cc1OC	0	2	8	-2	1	-46	3	-5	-67	2
CCc1cc2c(-c3ccccc3)cc(=O)oc2cc1OCC(C)=O	/	-1	-1	-2	-1	-11	-4	0	-4	8

Part of the list above, showing only HSF1 inhib, GSK3beta inhib and HSF1 activator.
Structure | HSF1 inhib | GSK3beta inhib | HSF1 activator
COC(=O)CNC(=O)CCc1nnc(C2(c3ccc(Cl)cc3)CCC2)o1 | 9 | 1 | 11
CCc1ccc(NC(=O)Nc2ccon2)cc1 | 15 | -5 | 22
NC(=O)c1ccccc1NCC(=O)c1ccc(F)cc1 | 5 | -5 | 13
COC(=O)C1=C(C(=O)OC)SC(=C2C(=S)C(C)(C)N(C(=O)C(C)C)c3ccccc32)S1 | -23 | 0 | -35
Fc1ccc(NC(=S)Nc2cccc(Cl)c2)cc1 | -6 | -24 | 5
Clc1ccc(Oc2nc(N3CCOCC3)nc(N3CCOCC3)n2)cc1 | -11 | 1 | -12
Cn1cnnc1SCc1ccc(C#N)cc1Cl | -1 | -1 | 21
